# Screening results from PubChem BioAssay.
# BLM helicase inh: blocks DNA unwinding by human BLM helicase; recombinant BLM DNA unwinding, fluorescence dequenching; Potency, µM (top dose mostly 56.1 µM), for the others: at the top dose activity change, negative = inhibition, actives largely listed as inhibitors; actives 0.2% (n = 350,000); AID 2528;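 also: plate controls were vehicle for no effect and no enzyme for full effect; nearly all actives have a fitted effect of over 35% in size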
# APEX1 inh: blocks human APE1 abasic DNA cleavage; AID 2517; recombinant APE1, TAMRA/BHQ-2 abasic DNA cleavage fluorescence; Potency, µM (doses to about 65.8 µM), for inactives: at the top dose activity change, negative = inhibition, usual class: inhibitors; actives 0.35% (n = 350,000); P27695;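 also: plate controls were vehicle for no effect and reference inhibitor for full effect; nearly all actives have a fitted effect of over 55% in size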
# Target sequence (P27695 whole entry, looked up): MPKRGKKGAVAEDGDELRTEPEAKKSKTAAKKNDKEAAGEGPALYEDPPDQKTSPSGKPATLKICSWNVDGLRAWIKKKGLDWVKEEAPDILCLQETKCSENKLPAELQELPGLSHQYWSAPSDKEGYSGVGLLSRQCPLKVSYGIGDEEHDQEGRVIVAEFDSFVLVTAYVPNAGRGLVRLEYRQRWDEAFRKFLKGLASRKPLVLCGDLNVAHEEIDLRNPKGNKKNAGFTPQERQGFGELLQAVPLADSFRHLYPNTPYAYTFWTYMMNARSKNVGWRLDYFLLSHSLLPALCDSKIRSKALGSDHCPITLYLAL
#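 Readout is kinetic fluorescence (ex 525, em 598 nm) from cleavage of 50 nM TAMRA/BHQ-2 THF abasic duplex by 0.75 nM APE1, compound added 15 min beforehand at RT.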
# POLB inh: blocks human DNA polymerase beta activity. P06746. Pol beta primer extension/strand displacement, fluorescence kinetic. Potency, µM (top dose mostly 114 µM), without a hit: at the top dose activity change, negative = inhibition, hits mostly inhibitors. actives 1.3% (n = 340,000). AID 485314; also: % is scaled to controls: 0 for no effect and ±100 for the full control effect
#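 Preincubation: enzyme (10 nM) with compound, 15 min, RT. Reaction: substrate added to 50 nM final. Reads: 0 and 10 min. Analysis: normalized, Hill fit.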
# BAZ2B block: BAZ2B (human) inhibition. actives 4.4% (n = 360,000). AlphaScreen BAZ2B-H3K14Ac peptide displacement. Potency, µM (series often up to 114 µM), inactives show at the top dose activity change, negative = inhibition, actives largely listed as inhibitors; also: % is scaled to controls: 0 for no effect and ±100 for the full control effect; nearly all actives have a fitted effect of over 60% in size
#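 In this displacement format the biotinylated H3(5-23) peptide acetylated at Lys14 serves as ligand at 50 nM, with BAZ2B at 50 nM in PBS pH 7.4 containing 0.01% Tween-20. Donor and acceptor beads are 10 ug/mL final.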
# JMJD2A Tudor: inhibitors of human JMJD2A Tudor domain; O75164; AlphaScreen JMJD2A-Tudor / H3K4me3 peptide binding; Potency, µM (titrated, usually from 114 µM), without a hit: top-dose activity change, negative = inhibition, hits mostly inhibitors; actives 4.4% (n = 390,000); AID 504339; also: % is scaled to controls: 0 for no effect and ±100 for the full control effect; nearly all actives have a fitted effect of over 50% in size
# POLK inh: inhibitors of human DNA polymerase kappa. Q9UBT6. purified Pol kappa, fluorescent DNA synthesis assay, 10 min. Potency, µM (highest dose often 107 µM), for the others: at the highest dose activity, negative = inhibition, usual class: inhibitors. actives 0.53% (n = 400,000); also: % is scaled to controls: 0 for no effect and ±100 for the full control effect
#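 Activity was followed as the change in fluorescence between reads at 0 and 10 min after starting the reaction with 50 nM substrate. Beforehand, 10 nM polymerase had been preincubated with compound for 15 min at room temperature.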
# G9a block: G9a (human) methyltransferase inhibition | Q96KQ7 | G9a H3K9 monomethylation, AlphaScreen, 2 h | Potency, µM (top dose mostly 102 µM), without a hit: at the highest dose activity, negative = inhibition, usual class: inhibitors | actives 8.8% (n = 350,000); also: % is scaled to controls: 0 for no effect and ±100 for the full control effect; nearly all actives have a fitted effect of over 75% in size
#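 Signal arises when biotinylated H3K9 peptide, once monomethylated, bridges streptavidin donor and antibody-captured acceptor beads. Enzyme at 20 nM was preincubated 15 min with test compounds; peptide 500 nM and SAM 20 uM then reacted for 2 h.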
# POLH inh: inhibitors of human DNA polymerase eta. Q9Y253. recombinant Pol eta, fluorescent DNA replication assay. Potency, µM (doses to about 114 µM), inactives show top-dose activity change, negative = inhibition, actives largely listed as inhibitors. actives 1.2% (n = 390,000). AID 588591; also: % is scaled to controls: 0 for no effect and ±100 for the full control effect
# Target sequence (Q9Y253 whole entry, looked up): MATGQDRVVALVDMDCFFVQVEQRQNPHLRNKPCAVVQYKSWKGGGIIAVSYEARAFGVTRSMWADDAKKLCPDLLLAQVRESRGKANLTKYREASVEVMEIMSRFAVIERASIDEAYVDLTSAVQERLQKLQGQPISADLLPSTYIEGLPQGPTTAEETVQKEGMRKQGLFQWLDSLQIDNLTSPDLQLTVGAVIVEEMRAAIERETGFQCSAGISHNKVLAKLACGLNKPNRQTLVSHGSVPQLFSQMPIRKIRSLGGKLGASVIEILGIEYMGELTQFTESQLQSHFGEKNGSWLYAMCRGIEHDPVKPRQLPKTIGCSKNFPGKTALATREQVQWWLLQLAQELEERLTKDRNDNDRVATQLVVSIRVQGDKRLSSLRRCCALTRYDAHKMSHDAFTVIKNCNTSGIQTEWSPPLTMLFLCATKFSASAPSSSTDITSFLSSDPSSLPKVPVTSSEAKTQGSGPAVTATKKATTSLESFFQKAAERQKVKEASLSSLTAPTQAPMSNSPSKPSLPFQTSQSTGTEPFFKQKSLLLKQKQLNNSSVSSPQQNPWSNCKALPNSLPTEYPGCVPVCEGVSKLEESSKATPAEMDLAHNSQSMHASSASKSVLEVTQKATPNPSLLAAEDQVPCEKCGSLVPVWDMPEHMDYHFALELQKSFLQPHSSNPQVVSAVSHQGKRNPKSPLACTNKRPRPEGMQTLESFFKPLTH
#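 Fluorescent replication assay: 50 nM final substrate added after a 15 min room-temperature compound preincubation with 10 nM enzyme. Signal taken at 0 min and again at 10 min.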
# Pol iota inh: blocks human DNA polymerase iota activity. Pol iota fluorescent replication assay, 10 min. Potency, µM (highest dose often 115 µM), for inactives: top-dose activity, negative = inhibition, most hits filed as inhibitors. actives 1% (n = 390,000). AID 588590
#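 Pol iota at 10 nM preincubated 15 min with compounds at room temperature; reaction started with fluorescent substrate, 50 nM final. Fluorescence read kinetically at 0 and 10 min; buffer-only wells as negative control.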
# An asterisk follows results filed as active; u = inconclusive; x = not tested or not shown; [ ] = dose if it differs, or a comment. Calls follow the shape of the dose curve; as a rule, active = well fitted curve in the direction sought with a large enough effect; inconclusive = small, poorly fitted or top-dose-only effect, or another doubt; inactive = no such curve, though single readings can be large; an effect the other way counts as inactive or inconclusive. Potency is read from the fitted curve at half-maximal effect.
# Second line of a record: BLM helicase inh | APEX1 inh | POLB inh | BAZ2B block | JMJD2A Tudor | POLK inh | G9a block | POLH inh | Pol iota inh
Cc1ccccc1CN1CCC(CNC(=O)Nc2ccc(F)cc2F)CC1
 : 3% | -15% | 15% | 4% | -10% | -11% | 8% | -8% | -12%
Cc1ccccc1C(=O)Nc1nc2nc(-c3ccccc3)cc(=O)n2[nH]1
 : 3% | x | -29% | u | -25% | -10% | -3%[59 µM] | 9% | 1%
O=C1c2ccccc2CN1CCNS(=O)(=O)c1ccc(Cl)cc1
 : 4% | 1% | 2% | 11% | -14%[11.4 µM] | -16% | 22%[59 µM] | -7% | 2%
O=C(CSc1nnc2ccc3ccccc3n12)Nc1ccccc1Cl
 : 3% | x | 2% | -25% | 0% | 5% | 3%[59 µM] | -13% | 13%
OCCN1CCN(c2nnc(-c3ccccc3)c3ccccc23)CC1
 : -1% | 15% | 4% | 2% | -17% | -4% | -2% | -3% | -6%
Cc1ccc(NC(=O)c2ccc3nc[nH]c3c2)c(O)c1
 : -3% | -14% | -2% | -15% | -1% | -14% | 12% | -17% | 209%[activator]
CC1=NN(c2ccccc2C)C(=O)C1
 : x | x | x | x | -2% | 4% | x | -14% | 3.2µM*
C#CCOCCOCCOCCNc1nc(N2CCN(C(=O)[C@H](CO)n3cc([C@@H](N)C(C)C)nn3)CC2)nc(N2CCN(C(=O)[C@H](CO)n3cc([C@@H](N)C(C)C)nn3)CC2)n1
 : x | x | x | x | 79µM* | 11% | x | -17% | u
CC(C)Cn1c(=O)c(C(=O)Nc2ccccc2S(N)(=O)=O)c(O)c2ccccc21
 : -9% | 1% | -20% | -7% | -13% | 2% | 13%[12.7 µM] | -25% | u
O=C(O)CSc1cc(C(=O)c2ccccc2O)cn2c(=O)c3c(-c4ccccc4)csc3nc12
 : 28µM* | -8% | 45µM* | x | 56µM* | u | u | 14µM* | u
Cc1c(NS(=O)(=O)c2cccc3nsnc23)c(=O)n(-c2ccccc2)n1C
 : 7% | 4% | 9% | -7% | -27% | -3% | u | -15% | 0%
CCOc1ccc(C2C(C(=O)Nc3ccc(F)cc3)=C(C)Nc3nc(CCCO)nn32)cc1 (stereo unspecified)
 : 1% | -5% | 34% | 9% | -26% | 0% | 7% | -16% | 6%
Cc1ccc2c(c1)CCCN2C(=O)c1ccco1
 : 0% | -3% | 25% | 3% | -4% | -13% | 7%[2.33 µM] | -3% | 31%
CCOc1ccc(N(CC(=O)Nc2ccc(CC)cc2)S(=O)(=O)c2c(C)[nH]c(=O)[nH]c2=O)cc1
 : -5% | -11% | 59% | -12% | -16% | -4% | x | -6% | -14%
Cc1ccc(N=CC=C2OC(C)(C)C(C)(C)O2)cc1
 : -7% | 4% | 6% | -27% | 1% | 0% | u | -8% | 2%
Cc1ccc(C(=O)n2c(=S)nc3ccccn32)cc1
 : 1% | -6% | 18% | 9% | x | x | 25µM* | x | x
Cn1cccc1C(=O)N1CCC2(CC1)CCN(c1ccc(-c3ccccc3)cc1)CC2
 : -7% | -1% | x | x | x | 5%[60.1 µM] | -8%[12.7 µM] | x | x
CCOc1ccc(CCNC(=O)c2ccc(-n3c(C)cc4c3CCC(C)C4)cc2)cc1OCC (stereo unspecified)
 : -5% | x | 1% | -11% | -18% | 4% | -13%[59 µM] | 11% | -11%
COc1ccc(S(=O)(=O)n2nc(OC(=O)c3ccncc3)cc2N)cc1
 : -3% | 2% | 11% | 0% | -23% | -3% | -128%[59 µM] | -12% | -17%
Cc1cnc(C(=O)OCC(=O)Nc2ccc(C)c(S(=O)(=O)N3CCCCCC3)c2)cn1
 : -12% | 9% | 5% | -2% | -11% | -8% | u | -1% | 64%[activator]
Nc1nccnc1C(=O)OCC(=O)NCCc1ccc(S(N)(=O)=O)cc1
 : x | 10% | x | -11% | -14% | -21% | u | u | 22µM*
CCc1ccc2nc(SCC(=O)N(CC)CC)c(C#N)cc2c1
 : 0% | -1% | 6% | 43%[activator] | 1% | -14% | 6% | -22% | 3%
Cc1nc2ccccc2c(=O)n1NC(=O)c1ccc(Cl)c([N+](=O)[O-])c1
 : -2% | 68%[activator] | -9% | 2% | -10% | -5%[60.1 µM] | -5%[2.33 µM] | -22% | 19%
O=C(Nc1ccc(Cl)cc1)Nc1ccc2c(c1)N1CCN=C1S2
 : 2% | -2% | -19% | -5% | -12%[57.1 µM] | -20% | 32µM* | u | u
COc1cccc(-n2c(CNc3ccc(F)cc3)nnc2SCC(N)=O)c1
 : -5% | 1% | -2% | 9% | -8% | -5% | 7%[12.7 µM] | -9% | -10%
Cc1cc(SCC(=O)N(C)c2c(N)n(Cc3ccccc3)c(=O)[nH]c2=O)nc2ccccc12
 : -5% | 2% | 9% | 3% | -6% | 16% | u | -3% | 52%
O=C(O)c1ccccc1S(=O)CCO (stereo unspecified)
 : -1% | 0% | -7% | 2% | -25% | 10% | 10%[59 µM] | -13% | 3%
CCc1cc2c(COC(=O)c3cccc(NS(C)(=O)=O)c3)cc(=O)oc2cc1O
 : -1% | 13% | u | -1% | -6% | 0% | 17% | -24% | 3%
CCC(=O)c1ccc2ncccc2c1
 : 3% | 1% | 13% | 12% | -1% | -5% | 8%[59 µM] | 2% | 17%
COc1cccc(CN(C)C(=O)C2CSC3(C)CCC(=O)N23)c1OC (stereo unspecified)
 : x | -8% | x | -1% | -6% | -3% | u | -7% | 17%

# Ten structures from above, sorted by length of the SMILES, descending.
# Second line of a record: BLM helicase inh | APEX1 inh | POLB inh | BAZ2B block | JMJD2A Tudor | POLK inh | G9a block | POLH inh | Pol iota inh
O=C(O)CSc1cc(C(=O)c2ccccc2O)cn2c(=O)c3c(-c4ccccc4)csc3nc12
 : 28µM* | -8% | 45µM* | x | 56µM* | u | u | 14µM* | u
CCOc1ccc(C2C(C(=O)Nc3ccc(F)cc3)=C(C)Nc3nc(CCCO)nn32)cc1 (stereo unspecified)
 : 1% | -5% | 34% | 9% | -26% | 0% | 7% | -16% | 6%
CCc1cc2c(COC(=O)c3cccc(NS(C)(=O)=O)c3)cc(=O)oc2cc1O
 : -1% | 13% | u | -1% | -6% | 0% | 17% | -24% | 3%
COc1cccc(-n2c(CNc3ccc(F)cc3)nnc2SCC(N)=O)c1
 : -5% | 1% | -2% | 9% | -8% | -5% | 7%[12.7 µM] | -9% | -10%
Cc1ccccc1CN1CCC(CNC(=O)Nc2ccc(F)cc2F)CC1
 : 3% | -15% | 15% | 4% | -10% | -11% | 8% | -8% | -12%
O=C1c2ccccc2CN1CCNS(=O)(=O)c1ccc(Cl)cc1
 : 4% | 1% | 2% | 11% | -14%[11.4 µM] | -16% | 22%[59 µM] | -7% | 2%
CCc1ccc2nc(SCC(=O)N(CC)CC)c(C#N)cc2c1
 : 0% | -1% | 6% | 43%[activator] | 1% | -14% | 6% | -22% | 3%
Cc1ccc(C(=O)n2c(=S)nc3ccccn32)cc1
 : 1% | -6% | 18% | 9% | x | x | 25µM* | x | x
Cc1ccc2c(c1)CCCN2C(=O)c1ccco1
 : 0% | -3% | 25% | 3% | -4% | -13% | 7%[2.33 µM] | -3% | 31%
CCC(=O)c1ccc2ncccc2c1
 : 3% | 1% | 13% | 12% | -1% | -5% | 8%[59 µM] | 2% | 17%

# (next part)
# Second line of a record: BLM helicase inh | APEX1 inh | POLB inh | BAZ2B block | JMJD2A Tudor | POLK inh | G9a block | POLH inh | Pol iota inh
CN(C(=O)CSc1nnc(COc2ccccc2F)n1N)C1CCS(=O)(=O)C1 (stereo unspecified)
 : x | 39% | x | 0% | -13% | -7% | 20µM* | -9% | 19%
O=C(c1cccs1)N1N=C(c2ccccc2)CC1c1ccc(O)cc1 (stereo unspecified)
 : -14% | 10% | -6% | -28% | -23% | -12% | u | -22% | 6%
Clc1ccc(COc2ccccc2-c2ccnc3ncnn23)cc1
 : -4% | 1% | u | -1% | -1% | 15% | -8% | -3% | -13%
O=C(CN1C(=O)CSC1=O)Nc1ccccc1N1CCOCC1
 : 1% | 3% | 0% | 14% | -10% | 2% | -9% | -9% | 12%
CCS(=O)(=O)N1Cc2ccccc2CC1C(=O)Nc1ccc(F)cc1 (stereo unspecified)
 : 0% | 6% | -1% | 6% | -14% | -1% | 4% | -22% | 37%[activator]
COc1ccc(C(=O)Nc2cccc3nc(C)ccc23)c(OC)c1
 : 6% | 1% | 9% | 1% | -5% | 2% | x | -5% | 100%[activator]
COc1cc(OC)c(C2C(C#N)=C(N)Oc3cc(C)n(CCCN4CCOCC4)c(=O)c32)cc1OC (stereo unspecified)
 : 0% | -7% | 34% | 0% | -12%[57.1 µM] | -20% | -12% | -6% | u
C=Cc1ccc(Cn2c(C(=O)O)c(CNCc3cc(OC)ccc3OC)c3ccc(C)cc32)cc1
 : -2% | x | -1% | -20% | -14% | -8% | u | -19% | 22%
COc1cccc(N2CCN(C(=O)c3c(C)oc4ncnc(N5CCOCC5)c34)CC2)c1
 : 2% | x | 28% | 3%[57.1 µM] | 1% | 9% | -5%[59 µM] | 4% | 10%
CC1CN(C(=O)c2cccc(S(=O)(=O)Nc3cc(Cl)ccc3Cl)c2)CC(C)O1 (stereo unspecified)
 : 0% | 0% | -10% | -4% | -17% | -3% | -8% | -24% | 113%[activator]
CCOC(=O)CNC(=O)N1CCc2ccc(NC(=O)c3ccccc3OC)cc2C1
 : -12% | -3% | 64% | -4% | -3% | -14% | 12% | 3% | 97%[activator]
COc1ccc(C(=O)/C=C/c2ccc(OC)c(O)c2)c(F)c1
 : -8% | 1% | -6% | -10% | -31% | -4% | u | u | u
c1csc(-c2csc(-c3cccs3)n2)c1
 : -8% | 14% | 15% | x | 96%[activator] | -20% | 69%[activator][59 µM] | -2% | -7%
CCN(C(=O)c1ccc(Br)cc1)c1ccccc1
 : -3% | -2% | 4% | -2% | 4% | -7% | -9%[12.7 µM] | -15% | 165%[activator]
CC(C)OC(=O)Cn1nnc(-c2ccccc2)n1
 : 0% | 4% | 23% | 6% | 1% | 9% | 9% | -14% | -5%
O=C1NC(c2ccc(Cl)cc2Cl)Oc2ccccc21 (stereo unspecified)
 : -5% | 1% | 15% | 4% | -18% | -20% | x | -1% | 17%
CCc1ccc(NC(=O)c2cc(S(=O)(=O)NC3CCCCCC3)ccc2F)cc1
 : -14% | x | 2% | -2% | -17% | -14%[60.1 µM] | 14%[59 µM] | -24% | u
CC/C(O)=C1\C(=O)CC(c2ccccc2)CC1=NC(C)C (stereo unspecified)
 : -4% | 1% | 12% | 7% | 7% | -17% | 28%[59 µM] | -21% | 2%

# Only part of the results is shown; the hit share may differ from the screen's.
